# Source: PubChem (several laboratories)
# P. falciparum M1AAP – malaria alanyl aminopeptidase activity blockers – biochemical, fluorogenic H-Leu-NHMec substrate, 1536-well (AID 1445); recombinant M1AAP, H-Leu-NHMec fluorogenic kinetic assay; higher % means a stronger effect; inhibition, % at 30 µM, or IC50 in µM where a hit was titrated; actives 0.42% (n = 220,000);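 active = primary inhibition above the hit cutoff, then over 50% inhibition at one or more dose response concentrations, cut at about 23% in these data, passing the limit was not always enough; inconclusive = conflicting primary data, or primary hits not chosen for dose response; inactive = low primary inhibition, or under 50% at every dose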;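 note: plate controls were DMSO full reaction for no effect and no enzyme background for full effect; strong numbers were not always called active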
# MT stabilizer – stabilizes microtubules in HeLa cells. HeLa tubulin immunostaining HCS, 24 h; share of cells brighter than vehicle mean+2SD. % tubulin-high responders, % at 10 µM. actives 0.83% (n = 200,000). AID 2205;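 active = plate Z-score above 3 for both tubulin-high and condensed-nucleus cell shares, with cell loss under 80%, at 10 µM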;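 note: anti alpha tubulin signal scored within the nucleus-defined area of each cell; some results filed as inactive read as strong as hits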
# Yfh1-depleted yeast – enhancers of respiration in Yfh1-depleted yeast, dose response, Friedreich's ataxia, plus single-dose screen (AID 1465); actives 0.074% (n = 220,000); S. cerevisiae Yfh1-off respiration, WST-1 reduction, 72 h; higher fold induction means a stronger effect; one-dose fold induction at 50 µM; EC50 in µM for titrated hits;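 active = fold induction of absorbance versus untreated yeast above a set limit, then at least 30% activation at any dose in follow-up; inconclusive = repeats straddling the limit, or above it without dose testing; inactive = fold induction below the set limit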;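 note: activators that raise dye reduction in frataxin-depleted yeast; strong numbers were not always called active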
# T cell modulator – T cell immune modulation candidate | 2C CD8+ T cell-vesicle binding, flow cytometry; stronger effect = lower value | calls only at 7 µM | actives 0.068% (n = 330,000);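 active = response, share of CD8 T cells binding vesicles, and their 90th percentile fluorescence all below set limits, cut at about 80% in these data, passing the limit was not always enough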
#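 Assay system: 2C TCR transgenic mouse naive CD8+ T cells, MACS-purified | Read-out: CD8+ gate FL2 mean fluorescence as % of same-row positive control | Signal: High-throughput flow cytometry with anti-B7-1 and anti-CD8 staining | Timing: Binding step 1.5 h, 37 °C, antibody labelling 20 min, ice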
# WT yeast gro inh – growth inhibition of WT yeast, mitochondrial fusion screen | mitochondrial fusion phenotypic screen, WT strain | actives 2.1% (n = 190,000) | AID 1362 | inhibition, % at 10 µM; in the data active = inhibition above about 58%; tested in S. cerevisiae
# b-catenin transl – alters nuclear translocation of beta-catenin in HeLa cells; immunofluorescence imaging; nuclear translocation activity, % at 5 µM; AID 1665; actives 0.3% (n = 190,000);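 active = nuclear translocation activity above 50% at 5 µM, with a well cell count of 50 or more; inconclusive = wells under 50 cells across six images, flagged as toxic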;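 note: per-cell ratio of nuclear to cytoplasmic median beta-catenin stain intensity; plate controls were DMSO negative control for no effect and GSK-3 inhibitor IX positive control for full effect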
#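 assay system = human HeLa cells, endogenous beta-catenin | times = compound treatment 24 h, 37°C, 5% CO2 | detection = Anti-beta-catenin immunofluorescence on PFA-fixed, Triton-permeabilized cells, DAPI nuclei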
# Dynein cargo inh – blocks dynein driven cargo transport along microtubules | actives 0.47% (n = 220,000) | z-score, hits read low | 3617.4 mouse cells, GR-EGFP nuclear translocation imaging; test concentration mostly 20 µM; stimulated with dexamethasone, 1 µM; stronger effect = lower value;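 active = plate z-score of nuclear minus cytoplasmic receptor signal below a set negative limit, without overly bright fluorescence or cell loss, cut at about -3.5 in these data, passing the limit was not always enough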;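 note: z-score of nuclear minus cytoplasmic ring GR-EGFP intensity difference per well; some compounds called inactive have numbers as strong as hits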
#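 Buffer or medium: tet-free, stripped-serum medium; reagent: dexamethasone at 1.0 µM final, 30 min; incubation: 48 h induction, 1 h compound, 30 min dex at 37 °C; measured by: formaldehyde fixation, Hoechst nuclear stain, 10x automated fluorescence imaging; read-out: nuclear-to-cytoplasmic GR-EGFP distribution per well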
# Autophagy mod – autophagy modulation, high-content screen | MEF GFP-LC3 puncta imaging; test concentration mostly 10 µM | calls only at 10 µM (by protocol) | actives 0.98% (n = 190,000) | AID 463193;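 active = percentage of spot-positive cells more than 3 SD above its plate mean, without a fluorescence outlier flag or 80% toxicity; inconclusive = no clear call, values can overlap the other calls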;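 note: spot-positive cell cutoff set from DMSO-treated cells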
# M17LAP inhibition – P. falciparum M17LAP inhibitors, primary screen, biochemical, fluorogenic H-Leu-NHMec substrate, 1536-well (AID 1619) | recombinant M17LAP, H-Leu-NHMec fluorogenic kinetic assay; higher % means a stronger effect | inhibition, % at 30 µM, or IC50 in µM where a hit was titrated | actives 0.38% (n = 220,000);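 active = compound inhibiting the enzyme by more than half at any dose during confirmatory dose-response retesting; inconclusive = strong single-dose inhibitors picked by rank but not retested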;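 note: plate controls were full reaction with DMSO carrier for no effect and no enzyme background for full effect; strong numbers were not always called active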
# WT yeast gro inh mutant strain – further read-out of WT yeast gro inh, marked with its call; inhibition, %; mitochondrial fusion phenotypic screen, mutant strain inhibition
# Dynein cargo inh cytoplasmic EGFP – further read-out of Dynein cargo inh, marked with its call; z-score; measured here: cytoplasmic GR-EGFP intensity; stronger effect = higher value
# Dynein cargo inh nuclear GR-EGFP – recorded beside Dynein cargo inh, whose call it bears; z-score; measured here: nuclear GR-EGFP intensity;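 lower value marks the stronger effect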
# Dynein cargo inh cell count – recorded beside Dynein cargo inh, whose call it bears; z-score; measured here: cell count per field
# b-catenin transl cell count 5 µM – further read-out of b-catenin transl, marked with its call; cell count; measured here: cell count, cytotoxicity flag
# T cell modulator vesicle-bound % – recorded beside T cell modulator, whose call it bears; double positive events, %; measured here: CD8+ vesicle-bound cell fraction;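 binding gate set so that unloaded-vesicle control wells show 10% double positive cells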
# MT stabilizer Hoechst-high % – second read-out of MT stabilizer, no call of its own (marks repeat the call); % Hoechst-high responders; measured here: nuclear condensation Hoechst responders;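 share of cells brighter than vehicle mean plus two SD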
# MT stabilizer cytotoxicity % – second read-out of MT stabilizer, no call of its own (marks repeat the call); toxicity, %; measured here: cytotoxicity by cell density;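 0% = mean cell density of plate MIN control wells and 100% = no cells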
# Autophagy mod cell loss 18 h – recorded beside Autophagy mod, whose call it bears; toxicity, %; measured here: cell loss, nuclei count;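 cell loss after 18 h compound exposure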
# An asterisk follows results filed as active; i = inactive; ? = inconclusive; nt = not tested or not shown; + = active, no number.
canonical_smiles	P. falciparum M1AAP	MT stabilizer	MT stabilizer Hoechst-high %	MT stabilizer cytotoxicity %	Yfh1-depleted yeast	T cell modulator	T cell modulator vesicle-bound %	WT yeast gro inh	WT yeast gro inh mutant strain	b-catenin transl	b-catenin transl cell count 5 µM	Dynein cargo inh	Dynein cargo inh cytoplasmic EGFP	Dynein cargo inh nuclear GR-EGFP	Dynein cargo inh cell count	Autophagy mod	Autophagy mod cell loss 18 h	M17LAP inhibition
O=C1CC(N2CCC(c3nc4ccccc4o3)CC2)C(=O)N1c1cc(Cl)cc(Cl)c1 (stereo unspecified)	1.9%	2.1	1.8	7.2	i	i	22.2	4.0	20.1	nt	nt	1.45	-0.0714	0.648	-0.0908	i	-2.9	-1.7%
O=C1c2ccccc2C(=O)C1c1ccc2ccccc2n1	-0.6%	5.2	3.4	0.3	i	i	39.6	-11.1	6.0	2.2	957	2.6	-0.096	1.63	-1.24	i	9.2	0.6%
CCOc1ccccc1N(CC(=O)O)S(=O)(=O)c1ccccc1	3.5%	4.6	2.1	6.6	i	i	35.5	-9.7	0.9	nt	nt	2.22	-0.0216	0.585	-1.63	i	-5.5	8.9%
O=C(NN1CCCCC1)c1cccc2ccccc12	0.9%	1.8	1.4	1.8	i	i	0.0	5.4	10.3	-1.0	1472	-0.645	-0.293	0.0106	0.242	i	25.5	0.6%
COc1cccc(NC(=O)CSc2ccc3nnc(-c4ccncc4)n3n2)c1	1.8%	5.7	3.0	7.6	i	i	29.5	-3.8	-6.3	nt	nt	0.0648	-0.21	0.0692	0.309	i	2.0	2.0%
CCN(CC)C(=O)n1cnc(-c2ccccc2)c1-c1ccccc1	3.0%	1.4	1.6	4.5	i	i	11.6	7.7	-16.7	-0.1	516	-0.329	-0.187	0.447	-0.154	i	6.1	5.0%
O=S(=O)(Cc1ccc(Cl)cc1)NCc1cccnc1	3.7%	nt	nt	nt	i	i	24.8	nt	nt	-2.3	1048	2.38	-0.182	0.921	-2.05	nt	nt	-6.3%
O=S(=O)(NCCn1ccc2ccccc21)c1ccccc1	3.6%	2.5	3.3	6.1	i	i	29.3	-1.8	-10.1	0.7	1060	0.392	0.344	0.505	-0.294	i	2.8	5.5%
CC(=O)Nc1cc(N2C(=O)CCC2=O)ccc1Cl	0.1%	1.9	2.2	4.8	i	i	46.7	6.3	-6.1	-0.6	566	-0.839	-0.229	0.369	-0.104	i	8.4	-2.3%
O=C(Nc1ccc(-c2nc3ccccc3[nH]2)cc1)C1CCCO1 (stereo unspecified)	1.7%	1.3	2.5	25.2	i	i	33.1	68.8*	66.3*	nt	nt	0.684	-0.283	0.604	0.574	i	-1.7	14.3%
Cc1cc(NC(=O)c2ccc(S(=O)(=O)N3CCOCC3)cc2)no1	9.2%	3.5	2.3	6.1	i	i	35.7	-2.1	6.5	-0.6	1122	-0.63	-0.152	0.0652	-0.0945	i	-0.2	-8.3%
Cc1ccc(C)c(NS(=O)(=O)c2cc(C(=O)NCc3ccccn3)ccc2Cl)c1	-1.3%	2.0	1.6	3.6	i	i	33.4	6.7	2.9	nt	nt	0.668	-0.223	0.607	0.802	i	-30.0	8.4%
Cc1cccn2c(=O)c(/C=C3\SC(=S)N(CC(C)C)C3=O)c(NCCCOC(C)C)nc12	-2.6%	2.6	2.1	5.5	i	i	58.4	15.2	9.4	-1.3	1395	-0.394	2.06	0.21	-0.0326	+	1.1*	7.0%
CC1CCCCN1C(=O)c1cnn2c(C(F)(F)F)cc(-c3ccco3)nc12 (stereo unspecified)	1.1%	5.8	2.4	8.3	i	i	29.1	-3.3	-1.7	-5.5	964	-0.0387	-0.197	0.168	0.135	i	4.5	-5.2%
NC(=O)CCC(C(=O)O)N1C(=O)c2ccc(O)cc2C1=O (stereo unspecified)	0.7%	nt	nt	nt	i	i	41.1	nt	nt	-0.1	1298	0.205	-0.255	0.635	0.237	nt	nt	-14.8%
Cc1ccc(NC(=O)CCN2CCN(C/C=C/c3ccccc3)CC2)cc1C	7.9%	3.0	1.9	11.7	nt	i	46.5	2.0	12.4	0.2	1387	-0.566	-0.335	0.0295	0.872	i	-0.5	6.2%
CC1=NNC(=O)C1C(c1ccccc1)C1C(=O)NN=C1C (stereo unspecified)	7.2%	2.2	0.9	1.7	i	i	58.6	-3.1	4.0	-0.2	976	1.86	0.648	0.819	-2.42	i	5.2	32.3%
COc1ccc(S(=O)(=O)N2CCOCC2)cc1NC(=O)COc1cccnc1[N+](=O)[O-]	8.2%	1.8	2.7	6.4	i	i	36.8	-13.4	6.7	-2.2	1020	0.922	-0.375	-0.201	-0.682	i	1.9	4.5%
O=C(CN1CCN(C/C=C/c2ccccc2)CC1)NCc1ccccc1	2.2%	4.4	2.2	4.4	i	i	58.1	10.3	11.3	-3.4	1076	-0.328	-0.221	0.414	0.337	i	17.7	-0.6%
COc1ccc(N(C)S(=O)(=O)c2cccc(C(=O)NC3=NCCS3)c2)cc1	-13.2%	4.2	2.6	4.0	i	i	23.8	5.0	3.2	0.2	1096	5.05e-05	0.268	0.694	-0.211	i	22.7	31.2%
CC(=O)Oc1c(C)c(OC(C)=O)c2c(c1C(C)=O)OC1CC(=O)C(C(C)=O)=C(O)C21C (stereo unspecified)	-0.8%	nt	nt	nt	i	i	18.5	nt	nt	-0.2	1370	0.833	-0.236	1.12	-1.48	nt	nt	-5.1%
CC(C)=CC(=O)Nc1ccc(OCc2ccccc2)cc1	8.4%	4.4	1.9	4.2	i	i	54.4	22.9	15.7	0.5	1587	0.236	0.0207	0.454	0.122	i	-9.8	3.0%
O=C(N/N=C/c1ccc(OCC(=O)N2CCCCC2)cc1)c1ccccc1O	?	7.0	1.9	6.4	i	i	39.3	-6.5	8.2	-5.6	1153	-0.432	-0.2	-0.389	0.0368	i	13.8	22.1%
CC(O)c1nc2ccccc2n1Cc1ccc([N+](=O)[O-])cc1 (stereo unspecified)	-1.5%	1.0	2.5	6.1	i	i	56.2	-14.4	-2.6	-4.1	538	-0.237	-0.223	0.0274	0.161	i	-0.7	-7.9%
CC1CC(C)CN(c2ccc([N+](=O)[O-])nc2)C1 (stereo unspecified)	11.0%	8.9	3.0	4.0	i	i	8.1	8.2	8.0	1.1	909	-0.0241	-0.321	-0.0681	0.766	i	15.5	11.9%
CCN1CCCc2cc(CN(CCN3CCOCC3)C(=S)Nc3ccc(OC)cc3)ccc21	5.3%	1.8	2.4	6.8	i	i	58.4	6.6	8.8	-2.6	1047	-1.25	0.206	-0.701	1.04	i	-1.8	-3.9%
Cn1c(=O)c2c(ncn2Cc2ccc(Cl)cc2)n(C)c1=O	-8.8%	2.8	0.9	3.7	i	i	42.7	6.4	-2.4	0.8	958	0.437	-0.158	0.511	-0.297	i	18.3	5.8%
COc1cc(NC(=O)c2ccccc2)c(OC)cc1NC(=O)CN1CCOCC1	-1.1%	2.9	2.3	7.2	i	i	22.5	34.4	11.8	-6.5	983	0.644	0.0447	0.924	-1.23	i	-2.8	8.3%
Cc1cc(C)c(S(=O)(=O)N2CCCOC2CNC(=O)C(=O)NCc2ccco2)c(C)c1 (stereo unspecified)	2.9%	1.7	1.4	5.4	i	i	30.9	-2.7	-5.6	-0.7	951	-0.518	-0.334	-0.635	0.819	i	-12.4	2.3%
COc1ccc(CN2CCOC2=O)cc1OC	0.5%	nt	nt	nt	i	i	26.5	nt	nt	1.3	1254	-0.186	-0.227	-0.0997	0.111	nt	nt	0.6%
COc1ccc2c(c1O)C(=O)c1ccccc1C2=O	-3.3%	1.5	1.1	2.4	nt	i	24.0	12.6	13.6	-0.2	1022	-0.529	-0.254	-0.177	0.407	i	-0.4	-2.1%
CCCCNC(=O)c1c(O)c2cccc3c2n(c1=O)CCC3	-0.9%	3.6	2.6	11.3	i	i	56.9	-1.7	-5.8	-1.4	1100	-0.262	-0.187	0.263	0.267	i	4.8	-5.5%
C/C(=N/O)c1ccccn1	1.8%	3.3	2.1	4.5	i	i	28.0	1.6	-4.6	-1.1	1104	0.179	-0.298	0.094	-0.0154	i	4.2	7.3%
Oc1ccccc1N=Cc1c(O)ccc2oc3c(c12)CCCC3	11.2%	nt	nt	nt	i	i	33.8	nt	nt	2.7	1286	1	0.0699	0.233	-0.418	nt	nt	-3.8%
CC1CN(C(=O)c2cccc(COc3ccc(Br)cc3)c2)CC(C)O1 (stereo unspecified)	2.2%	1.7	1.4	2.9	i	i	32.0	24.0	7.6	-1.3	944	-0.547	-0.226	-0.1	-0.226	i	1.0	2.4%
O=C(Nc1ccccc1C(=O)N1CCOCC1)c1ccc(CSc2ccccc2)cc1	1.9%	3.3	2.4	10.1	i	i	15.8	11.2	3.3	-4.5	1122	0.402	-0.31	0.187	0.115	i	-21.7	-2.9%
NS(=O)(=O)c1ccc(NC(=O)CSc2ncn[nH]2)cc1	3.0%	2.0	1.8	8.8	i	i	34.3	-0.5	2.1	0.2	1082	-0.0725	-0.205	-0.184	0.609	i	4.6	4.9%
